Screening data deposited in PubChem by National Center for Advancing Translational Sciences (NCATS).
APEX1 inh = qHTS Assay for Inhibitors of the Human Apurinic/apyrimidinic Endonuclease 1 (APE1) | DNA repair nuclease/redox regulator APEX1 (Homo sapiens), P27695 | recombinant APE1, TAMRA/BHQ-2 abasic DNA cleavage fluorescence | Potency, µM (titrated, usually from 65.8 µM), inactives show at the top dose activity change, negative = inhibition, actives largely listed as inhibitors | 350,000 tested, 0.35% active | AID 2517, 2012;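 also: potency is read from the fitted curve at half-maximal effect; plate controls were vehicle for no effect and reference inhibitor for full effect; nearly all actives have a fitted effect of over 55% in size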
Target sequence (P27695 whole entry, looked up): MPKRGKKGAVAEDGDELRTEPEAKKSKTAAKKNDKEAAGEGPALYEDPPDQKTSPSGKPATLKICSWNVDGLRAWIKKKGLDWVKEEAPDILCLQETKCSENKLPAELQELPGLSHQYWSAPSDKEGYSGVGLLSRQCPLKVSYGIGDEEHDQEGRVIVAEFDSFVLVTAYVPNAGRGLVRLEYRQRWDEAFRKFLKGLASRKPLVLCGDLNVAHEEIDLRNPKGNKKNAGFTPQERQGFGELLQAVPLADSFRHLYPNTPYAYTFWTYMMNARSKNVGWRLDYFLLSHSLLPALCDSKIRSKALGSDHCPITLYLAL
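Quantitative HTS: incision of a TAMRA/BHQ-2 double-stranded substrate bearing a tetrahydrofuran abasic site by 0.75 nM APE1 raises fluorescence. Substrate 50 nM final, added after 15 min compound preincubation at room temperature; progress as third-minus-first kinetic read difference.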
POLK inh = qHTS for Inhibitors of Polymerase Kappa; DNA polymerase kappa (Homo sapiens), Q9UBT6; purified Pol kappa, fluorescent DNA synthesis assay, 10 min; Potency, µM (series often up to 107 µM), without a hit: at the top dose activity, negative = inhibition, hits mostly inhibitors; 400,000 tested, 0.53% active; AID 588579, 2011; also: potency is read from the fitted curve at half-maximal effect; % is scaled to controls: 0 for no effect and ±100 for the full control effect
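10 nM Pol kappa was preincubated with compounds for 15 min at room temperature. Reaction started with 50 nM (final) substrate. Fluorescence read kinetically at 0 and 10 min.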
Tb PGK inh = qHTS Assay to Find Inhibitors of Phosphoglycerate Kinase. Potency, µM (doses to about 57.5 µM), inactives show at the highest dose activity change, negative = inhibition, hits mostly inhibitors. PGK/GAPDH coupled, Kinase-Glo luminescence, 60 min. 380,000 tested, 0.043% active. Phosphoglycerate kinase, glycosomal (Trypanosoma brucei brucei), P07378; also: potency is read from the fitted curve at half-maximal effect; % is scaled to controls: 0 for no effect and ±100 for the full control effect; nearly all actives have a fitted effect of over 60% in size
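Recombinant glycosomal PGK reaction used 1,3-bisphosphoglycerate generated in-well by GAPDH (100nM final) in 100mM TEA pH 7.6, 5mM MgCl2, 0.01% Tween-20. After 60 minutes at room temperature, ATP was read by Kinase-Glo Plus luminescence end-point.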
Pol iota inh = qHTS for Inhibitors of Polymerase Iota; DNA polymerase iota (Homo sapiens), Q9UNA4; 390,000 tested, 1% active; Potency, µM (doses to about 115 µM), for the others: at the top dose activity, negative = inhibition, actives largely listed as inhibitors; Pol iota fluorescent replication assay, 10 min; also: potency is read from the fitted curve at half-maximal effect
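Fluorescent replication assay read twice, at 0 min and 10 min after adding 50 nM (final) substrate. Enzyme (10 nM) and compounds were first incubated 15 min at room temperature; enzyme-free buffer wells were negative controls.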
RXFP1 antagonist = qHTS Assay for Antagonists of the Relaxin Receptor RXFP1; HEK293-RXFP1, relaxin-stimulated cAMP HTRF, 30 min; hits give low values; activity change, negative = inhibition, % at 57.5 µM; 350,000 tested, 0.59% active; AID 1259400, 2018;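 active = activity change of -60% or lower, but not beyond a set lower limit; inconclusive = change between -60% and -40%, or beyond the set limit; inactive = change above -40%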; also: % is scaled to controls: 0 for no effect and ±100 for the full control effect
Target sequence (Q9HBX9 whole entry, looked up): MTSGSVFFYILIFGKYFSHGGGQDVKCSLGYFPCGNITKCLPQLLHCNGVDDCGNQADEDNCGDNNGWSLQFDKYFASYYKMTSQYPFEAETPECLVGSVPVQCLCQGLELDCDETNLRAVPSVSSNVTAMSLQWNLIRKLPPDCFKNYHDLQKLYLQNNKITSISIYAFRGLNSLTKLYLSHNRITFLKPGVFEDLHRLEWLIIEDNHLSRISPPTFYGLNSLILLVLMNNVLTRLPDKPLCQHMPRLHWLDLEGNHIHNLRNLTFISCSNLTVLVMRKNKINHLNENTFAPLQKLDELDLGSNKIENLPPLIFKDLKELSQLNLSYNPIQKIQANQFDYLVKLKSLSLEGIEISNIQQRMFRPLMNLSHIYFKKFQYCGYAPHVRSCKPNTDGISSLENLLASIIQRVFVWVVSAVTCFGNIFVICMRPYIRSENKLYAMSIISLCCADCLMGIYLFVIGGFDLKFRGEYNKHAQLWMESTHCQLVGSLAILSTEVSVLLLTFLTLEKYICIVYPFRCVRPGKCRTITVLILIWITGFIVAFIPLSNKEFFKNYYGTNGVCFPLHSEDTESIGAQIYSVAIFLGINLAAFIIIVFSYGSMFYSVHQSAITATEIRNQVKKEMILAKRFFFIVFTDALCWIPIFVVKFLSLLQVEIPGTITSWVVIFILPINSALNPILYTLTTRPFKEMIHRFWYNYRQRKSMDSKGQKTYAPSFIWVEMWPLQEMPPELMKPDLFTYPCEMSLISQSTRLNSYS
BLM inh = qHTS Assay for Inhibitors of Bloom's syndrome helicase (BLM) | 350,000 tested, 0.2% active | RecQ-like DNA helicase BLM (Homo sapiens), P54132 | recombinant BLM DNA unwinding, fluorescence dequenching | Potency, µM (highest dose often 56.1 µM), inactives show top-dose activity change, negative = inhibition, most hits filed as inhibitors;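 also: potency is read from the fitted curve at half-maximal effect; plate controls were vehicle for no effect and no enzyme for full effect; nearly all actives have a fitted effect of over 35% in size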
Pol beta inh = qHTS Assay for Inhibitors of DNA Polymerase Beta; P06746; Pol beta primer extension/strand displacement, fluorescence kinetic; Potency, µM (doses to about 114 µM), for inactives: at the top dose activity change, negative = inhibition, most hits filed as inhibitors; 340,000 tested, 1.3% active; AID 485314, 2010; also: potency is read from the fitted curve at half-maximal effect; % is scaled to controls: 0 for no effect and ±100 for the full control effect
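Values derive from four-parameter Hill fits of normalized kinetic data: reads at 0 and 10 min following addition of 50 nM substrate to 10 nM Pol beta preincubated 15 min with compound.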
Pol eta inh = qHTS for Inhibitors of Polymerase Eta; 390,000 tested, 1.2% active; DNA polymerase eta (Homo sapiens), Q9Y253; recombinant Pol eta, fluorescent DNA replication assay; Potency, µM (highest dose often 114 µM), for the others: top-dose activity change, negative = inhibition, actives largely listed as inhibitors; AID 588591, 2011; also: potency is read from the fitted curve at half-maximal effect; % is scaled to controls: 0 for no effect and ±100 for the full control effect
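Pol eta at 10 nM preincubated with compounds 15 min at room temperature; reaction started with fluorescent substrate (50 nM final) and read kinetically at 0 and 10 min.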
Anesthetic bind = qHTS Assay for Identification of Novel General Anesthetics; apoferritin/1-aminoanthracene competitive binding, fluorescence; 350,000 tested, 0.074% active; AID 485281, 2010; Potency, µM (highest dose often 77.5 µM), inactives show at the top dose activity change, negative = displacement, hits mostly inhibitors; also: potency is read from the fitted curve at half-maximal effect; % is scaled to controls: 0 for no effect and ±100 for the full control effect; nearly all actives have a fitted effect of over 20% in size
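Concentration-response curves derived by four-parameter Hill fitting of normalized fluorescence, where compounds displaced 1-AMA from 10 uM horse apoferritin following a brief 10 min room-temperature incubation; propofol titration acted as positive control.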
* = called active by the depositor; i = inactive; ? = inconclusive; nt = not tested or not shown; [ ] = another dose, or the depositor's remark. Unless noted, calls follow the shape of the dose curve; as a rule, active = well fitted curve in the direction sought with a large enough effect; inconclusive = small, poorly fitted or top-dose-only effect, or another doubt; inactive = no such curve, though single readings can be large; an effect the other way counts as inactive or inconclusive. An excerpt; the hit share may differ from the screen's.

Below each compound – APEX1 inh	POLK inh	Tb PGK inh	Pol iota inh	RXFP1 antagonist	BLM inh	Pol beta inh	Pol eta inh	Anesthetic bind
- Cc1nc(SC(C)C(=O)Nc2cccc(C(F)(F)F)c2)c2c(C)c(C(=O)O)sc2n1 (stereo not given)
    3%	?	-26%	7%	9	-21%	?	?	-9%
- COc1cccc(-c2csc(N3CCN(C(=S)Nc4cccc(Cl)c4)CC3)n2)c1
    -10%	-9%	-6%[11.5 µM]	?	-23	-5%	3%	-6%	-5%
- CC(=O)Nc1ccc(OCC(O)Cn2ccnc2C)cc1 (stereo not given)
    0%	2%[60.1 µM]	i	26%	-3	0%	-17%	-18%	0%
- CC(C)(C)c1ccc(NC(=S)NCc2cccnc2)cc1
    -1%	-6%	5%	12%	8	-12%	7%	-11%	-5%
- O=C(CC1CCCCC1)N1CCCC(c2nc(-c3ccc(S(=O)(=O)N4CCCC4)cc3)no2)C1 (stereo not given)
    0%	-6%[60.1 µM]	i	?	-2	-11%	35µM*	?	?
- CC(C)(C)CN1CCC(Oc2cccc(C(=O)N3CCNC(=O)C3(C)C)c2)CC1
    78%[activator]	-5%	i	28%	12	1%	9%	-2%	-2%
- COc1cc(C=NOC(=O)Nc2ccccc2)cc(OC)c1OC
    nt	-24%	-7%	41%[activator]	7	nt	nt	-13%	nt
- CC(=O)c1ccc(N2CCN(C(=O)CCCn3c(=S)[nH]c4cc5c(cc4c3=O)OCO5)CC2)cc1
    -2%	-9%	-14%	?	nt	-2%	16%	0%	-11%
- COc1ccc(-n2cc(-c3ccccc3)c3c(N4CC(C)OC(C)C4)ncnc32)cc1 (stereo not given)
    -4%	-2%	-14%	78%[activator]	-29	-11%	2%	-21%	-3%
- CCCCCCC(=O)NNC(=O)CC(=O)Nc1ccccc1C(=O)O
    ?	-12%	7%	-4%	nt	-9%	21%	-5%	1%
- N#Cc1c(N)n(CCNC(=O)c2ccc(Cl)cc2)c2nc3ccccc3nc12
    -2%	-8%	-9%	1%	-3	-6%	?	8%	180%[activator]
- O=C(NNC1CC(=O)N(c2ccc(F)cc2)C1=O)c1cccnc1 (stereo not given)
    1%	-10%	4%	-2%[58.9 µM]	1	-1%	0%	-20%	-6%
- CCOC(=O)COc1ccc2c(=O)c(-c3ccccc3OC)coc2c1
    -2%	-21%	-1%	51%[activator]	-20	-17%	?	-29%	-12%
- O=C(CCc1nnc2ccc(NCc3ccco3)nn12)Nc1cc(F)ccc1F
    28%	-4%	-18%	-12%	-4	-19%	?	50µM*	-12%
- O=C(CN1CCN(c2ccccn2)CC1)Nc1cc(C(F)(F)F)ccc1Cl
    2%	-8%	-8%	-17%	-20	-14%	8%	?	5%
- O=C(CSCc1cccc(Cl)c1)Nc1ccccc1-c1ccccc1
    -1%	-6%	-1%	-1%	-9	-7%	-12%	?	4%
- Cc1sc2ncn(CC(=O)NCCCC(=O)Nc3ccc(C(C)C)cc3)c(=O)c2c1C
    62%[activator][12.4 µM]	-3%	-11%	135%[activator]	-17	-3%	5%	-12%	-3%
- COc1ccc(NC(=O)c2sc3ncn(CC(=O)N4CCN(c5ccccn5)CC4)c(=O)c3c2C)cc1OC
    88%[activator]	6%	-2%	12%	-11	-4%	2%	-13%	-12%
- CC(=O)N1CCN(C(=O)C(Cc2c[nH]c3ccccc23)NC(=O)c2ccccc2Cl)CC1 (stereo not given)
    13%	-3%	i	42%[activator]	-15	-2%	0%	-10%	-9%
- O=C(NCCN1CCOCC1)c1cccc(S(=O)(=O)Nc2ccc(Br)cc2)c1
    -7%	0%	-6%	-6%	-6	nt	nt	-22%	nt
- COc1cc(NC(=O)CCn2nc(C)c(S(=O)(=O)N3CCCCC3)c2C)cc(OC)c1OC
    nt	-5%[60.1 µM]	-10%	9%	1	2%	19%	-14%	-10%
- O=C(Cc1ccccc1)Nc1ccc(NC(=O)c2ccco2)cc1
    13%[12.4 µM]	-2%	-10%	-16%	-31	-2%	-23%	4%	-6%
- Cc1ccc(NC(=O)CCC(=O)NNC(=O)c2ccco2)c(C)c1
    1%	-15%	i	25%	-1	-1%	30%	0%	-12%
- CC1(C)Cc2c(sc(NC(=O)C(=O)N3CCCC3)c2C#N)CO1
    46%[activator]	1%	-2%	5%	-5	-2%	1%	0%	23%
- COc1ccc2[nH]c(C(=O)N/N=C/c3cc(OC)c(OC)c(OC)c3)cc2c1
    -37%	50µM*	-9%	18µM*	22	-24%	8.9µM*	?	-8%
- COC(=O)c1ccccc1NC(=O)NCc1ccco1
    -1%	-16%	2%	-5%[58.9 µM]	5	0%	-1%	-7%	5%
- CC1(C)NC(=O)N(CCCCOc2ccc(Br)cc2Cl)C1=O
    -1%	-23%	2%	7%	-4	-7%	1%	-2%	-17%
- Cc1[nH]c2ccc(-c3n[nH]c(=S)n3Cc3ccccc3)cc2c1C
    -2%	-15%	-5%	-13%	-24	2%	-2%	-11%	-10%
- O=C1C=C(Nc2cccnc2)c2ccccc2C1=O
    nt	-14%	-15%	50µM*	1	nt	nt	32µM*	nt
- N/C(=N\OS(=O)(=O)c1ccc2ccccc2c1)c1ccccn1
    1%	3%	i	52%[activator]	8	-2%	-14%	3%	-6%
- Oc1ccc(Br)cc1/C=N/N1CCN(Cc2cccc3ccccc23)CC1
    -1%	?	-7%	?	6	-2%	0%	-21%	0%
- O=C(CSc1nnc(SCc2ccccc2)s1)N/N=C/C=C/c1ccccc1[N+](=O)[O-]
    0%	0%	-4%	-2%	-11	-6%	-1%	-5%	-13%
- O=C(NCc1ccc(Cl)s1)C1CCC(=O)N(CCc2ccccn2)C1 (stereo not given)
    55%[activator]	4%	-9%	-13%	-4	0%	4%	-3%	-11%
- N#Cc1c(SCC(=O)Nc2cccc(C(F)(F)F)c2)sc2c(O)cc(=O)[nH]c12
    -1%	25µM*	?	?	?	-3%	44%	20µM*	-6%
- Cc1ccc(NC(=O)C2CCN(S(=O)(=O)c3ccc(F)cc3)CC2)cc1
    ?	-1%	-3%	23%	4	0%	21%	-9%	-18%
- O=C(COC(=O)c1cc(Cl)ccc1Cl)NC1CCCC1
    20%	-14%	2%	?	-8	-5%	-1%	1%	1%
- Cc1ccc(NC(=O)COc2cccc(C)c2C)cc1S(=O)(=O)N1CCCCCC1
    -7%	-14%	1%	12%	-2	nt	nt	-22%	nt
- CC(C)Cn1c(=O)c2ccccc2n2c(CCC(=O)N3CCN(c4ccccc4)CC3)nnc12
    nt	8%	-9%	30%	-37	-1%	21%	-24%	?
- CCCCNC(=O)N1CCN(C/C=C/c2ccccc2)CC1
    -2%	-6%	i	18%	0	-1%	5%	-8%	-5%
- CC(=O)NC1=NN(C(C)=O)C(C)(CCS(=O)(=O)c2ccc(Cl)c(Cl)c2)S1 (stereo not given)
    8%	-1%	i	39%[activator]	-3	1%	8%	-23%	-9%
- COC(=O)CSc1nc(NC(C)C)nc(N(C)C)n1
    10%	-3%	14%	32%[activator]	4	-1%	5%	-9%	-3%
- COc1ccccc1C1NC(=O)NC(C)=C1C(C)=O (stereo not given)
    2%	-3%	-4%	-1%	nt	2%	?	-18%	-9%
- COc1ccc(CNC(=O)c2ccc3c(c2)N(Cc2ccccc2F)C(=O)c2ccccc2S3=O)cc1 (stereo not given)
    nt	-24%	-3%	35%[activator]	nt	-6%	-17%	-20%	-3%
- Cc1ccnc(N2C(=O)c3cccc4c([N+](=O)[O-])ccc(c34)C2=O)c1
    12%	-1%	-3%	?	13	1%	0%	?	1%
- CSc1nc2sc3c(c2c(=O)n1-c1ccccc1C)CCCC3
    nt	1%[60.1 µM]	-7%	22%	-26	-8%	-1%	-18%	2%
- O=C(Nc1ccccc1NC(=O)c1ccccc1Cl)c1ccccc1Cl
    -1%	2%	9%	13%	2	-2%	50%	-1%	-3%
- O=C1c2ccccc2C(=O)N1CCN1CCOCC1
    -3%	20%	-7%	12%	-12	3%	28%	-8%	-3%
- COc1cc(NS(=O)(=O)c2cc3[nH]c(=O)[nH]c3cc2C)cc(OC)c1OC
    nt	-1%[60.1 µM]	0%	5%	-8	0%	18%	-1%	-3%
- CCOC(=O)N1CCN(C(=O)COc2cc(=O)n(CC)c3ccccc23)CC1
    0%	-6%	-5%	11%	10	-1%	30%	-11%	-13%
- CCOC(=O)c1c(C)[nH]c(CCC(=O)Nc2cc(Cl)ccc2OC)c1C
    nt	-5%[60.1 µM]	-2%	27%	-17	-12%	0%	-10%	-2%

(more compounds)
Below each compound – APEX1 inh	POLK inh	Tb PGK inh	Pol iota inh	RXFP1 antagonist	BLM inh	Pol beta inh	Pol eta inh	Anesthetic bind
- O=S(=O)(c1ccccc1)N1CCN(C2CCCCCCC2)CC1
    5%	-4%	8%	12%	-1	-3%	7%	5%	2%
- CC(C)(C)OC(=O)NCc1ccc(NC(=O)c2nc[nH]c2C(=O)N[C@@H](Cc2ccccc2)C(=O)OC(C)(C)C)cc1
    2%	-3%	7%	9%	nt	-17%	-14%	-28%	-16%
- Cc1nn(C)c2c1c(-c1ccccc1)cc(=O)n2Cc1ccc(Cl)cc1
    nt	?	8%	1%	-16	-7%	32%	-8%	32%[activator]
- Cc1ccc(S(=O)(=O)N[C@H](C(=O)N2CCC(C(=O)NCC(=O)O)CC2)C(C)C)cc1
    -3%	-6%	-2%	0%	11	0%	30%	6%	3%
